hgDAF-12 ag: agonists of H. glycines DAF-12 nuclear receptor. HEK293 GAL4-hgDAF12 UAS-luciferase reporter, agonist luminescence; normalized to butyrate control. activation, % at 6.8 µM. hit rate 1.8% among 370,000. AID 687014;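 active means activation above a cutoff set at the mean of all screened compounds plus 3 SD, cut at about 10% in these data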;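 further: 0% = DMSO wells and 100% = sodium butyrate wells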
SMARCA2 act: increases SMARCA2 function in MMTV reporter cells; MG213 cells, MMTV-luciferase reporter, dexamethasone, overnight; activation, % at 9.1 µM; hit rate 1% among 370,000; AID 652017; in the data active means activation above about 7.8%;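 further: 0% = vehicle wells and 100% = reference activator wells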
DAX1 inh-1: blocks DAX1 repression of SF-1 activated StAR promoter | HEK293T StAR-luciferase reporter, SF-1/DAX-1 repression relief | inhibition, % at 6.8 µM | hit rate 1.1% among 370,000 | AID 652010;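 active means inhibition above the mean over all tested compounds plus 3 SD, cut at about 3.6% in these data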;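 further: 0% = DAX-1 cells with DMSO and 100% = cells lacking DAX-1 with DMSO; higher inhibition means more luminescence from relief of DAX-1 repression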
sPLA2-III inh: Inhibits HGIII-sPLA2 liposome hydrolysis, primary screen; inhibition, % at 12.2 µM; hit rate 0.56% among 370,000; QFRET BODIPY PC-A2 liposome hydrolysis, fluorescence; AID 743126; Q9NZ20;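 active means inhibition above mean plus 3 SD of compounds lying within the high and low control bounds, cut at about 19% in these data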;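 further: 0% = median of test compound wells and 100% = no enzyme DMSO wells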
Target sequence (Q9NZ20 whole entry, looked up): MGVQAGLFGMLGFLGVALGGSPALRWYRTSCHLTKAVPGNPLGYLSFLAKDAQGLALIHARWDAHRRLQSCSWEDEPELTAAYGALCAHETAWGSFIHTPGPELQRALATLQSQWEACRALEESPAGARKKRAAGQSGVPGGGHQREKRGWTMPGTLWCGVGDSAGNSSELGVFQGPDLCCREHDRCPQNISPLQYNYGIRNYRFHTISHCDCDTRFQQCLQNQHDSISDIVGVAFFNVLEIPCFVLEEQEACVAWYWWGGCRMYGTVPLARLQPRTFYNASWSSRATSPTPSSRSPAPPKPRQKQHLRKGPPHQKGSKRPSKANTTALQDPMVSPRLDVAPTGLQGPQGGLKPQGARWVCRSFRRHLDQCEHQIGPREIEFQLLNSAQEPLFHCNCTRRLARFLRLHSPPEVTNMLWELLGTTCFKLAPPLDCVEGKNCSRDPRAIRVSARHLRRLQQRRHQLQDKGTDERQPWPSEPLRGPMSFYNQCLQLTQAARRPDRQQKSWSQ
PLCb3 inh: PLC-beta3 (human) inhibition, primary screen; Q01970; Purified PLC-beta3, fluorogenic substrate, fluorescence; inhibition, % at 12.2 µM; hit rate 0.18% among 370,000; in the data active means inhibition above about 11%;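 further: 0% = median of compound wells on plate and 100% = full blocker control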
GAA850 FXN act: increases GAA850 frataxin promoter reporter activity; HEK293 lucGAA850 FXN promoter luciferase reporter, 24 h; percent of 10 µM SAHA response; activation, % at 6 µM; hit rate 0.56% among 360,000;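 active means activation above the average of all compounds screened plus 3 SD, cutoff fixed separately per campaign, cut at about 7.5% in these data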;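 further: 0% = DMSO wells and 100% = 10 µM SAHA wells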
ssDAF12 agonist: activates DAF-12 receptor from parasite S. stercoralis | activation, % at 6.8 µM | HEK293 ssDAF-12/GRIP1 lit1-tk-luc reporter, luminescence; % of 3 µM dafachronic acid response | hit rate 1% among 370,000 | AID 652126;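 active means activation above the mean over all tested compounds plus 3 SD, cut at about 0.9% in these data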;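 further: 0% = DMSO-only wells and 100% = 3 µM delta7-dafachronic acid wells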
NR1D1 modulator: modulates human Rev-erb alpha binding to DNA | hit rate 0.79% among 370,000 | P20393 | activity, % at 10 µM | Rev-erbα–FITC-DNA binding, fluorescence polarization, 90 min | AID 1259318;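 active means activity above about 14%, limit read from the data; passing the limit was not always enough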;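 further: 0% = DMSO wells with 35 nM protein and 100% = DMSO wells with 750 nM protein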
hcDAF-12 act: activators of H. contortus DAF-12 nuclear receptor | HEK293 hcDAF-12 lit1-tk-luc reporter, luminescence; 0% DMSO, 100% Δ7-dafachronic acid | activation, % at 6.8 µM | hit rate 1.4% among 370,000;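 active means activation above the mean of all tested compounds plus 3 SD, cut at about 5.5% in these data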;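 further: 100% = response to 3 µM Δ7-dafachronic acid high control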
PG9 binder: binds the HIV-1 gp120 antibody PG9. TR-FRET gp120-PG9 antibody binding. inhibition, % at 6.7 µM. hit rate 0.43% among 360,000. AID 624416; in the data active means inhibition above about 8.5%
DAX1 inh-2: inhibits human nuclear receptor DAX1 | inhibition, % at 6.75 µM | HEK293 Gal4-DAX1 luciferase reporter, luminescence | P51843 | AID 504766 | hit rate 0.99% among 340,000;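 active means inhibition above the mean over all tested compounds plus 3 SD, cut at about 4.2% in these data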;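 further: 0% = DAX1-transfected cells with DMSO and 100% = empty-vector control cells with DMSO; inhibition shows as a rise in luminescence from relieved DAX1 repression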
Target sequence (P51843 207-470 limits assumed): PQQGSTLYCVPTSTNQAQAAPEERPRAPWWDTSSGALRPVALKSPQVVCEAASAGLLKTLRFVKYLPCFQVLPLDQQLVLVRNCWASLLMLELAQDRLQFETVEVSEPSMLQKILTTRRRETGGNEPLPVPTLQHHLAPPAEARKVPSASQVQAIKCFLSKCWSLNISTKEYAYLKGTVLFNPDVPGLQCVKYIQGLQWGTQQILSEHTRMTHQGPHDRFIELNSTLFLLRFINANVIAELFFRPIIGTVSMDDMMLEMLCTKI
* marks the source's active call; other numbers are inactive results; i = inactive; / = not tested or not shown. Outcome played no part in choosing rows (roughly 7% active in at least one column).

SMILES	hgDAF-12 ag	SMARCA2 act	DAX1 inh-1	sPLA2-III inh	PLCb3 inh	GAA850 FXN act	ssDAF12 agonist	NR1D1 modulator	hcDAF-12 act	PG9 binder	DAX1 inh-2
Cc1c(C#N)c(=O)c(-[n+]2ccccc2)c([S-])n1-c1ccc(Cl)cc1	2.0	2	0.9	0	-3	0.3	-1.6	0	7.3*	-0.8	2.6
Oc1c(Cl)cc(Cl)cc1CNc1nccs1	2.0	-2	-0.1	-12	-4	0.8	-0.9	1	0.7	-1.2	-2.3
Cc1ccc(C)c(NC(=O)C2CCCN(c3cnccn3)C2)c1 (configuration not stated)	0.9	-1	-0.3	2	-7	-1.8	-1.2	1	1.6	-0.6	0.9
COc1cccc(NC(=O)C2CCCN2S(=O)(=O)c2ccc3c(c2)n(C)c(=O)c(=O)n3C)c1 (configuration not stated)	0.6	-3	-0.2	1	-8	1.4	-0.8	0	0.5	-2.0	-0.4
Cc1c(C(=O)NC2CCN(Cc3ccccc3)C2)oc2ccc(Br)cc12 (configuration not stated)	1.4	0	0.1	-7	-11	-1.0	-0.6	1	-0.2	-1.2	1.2
N#C/C(=C\c1cc2ccccc2nc1N1CCOCC1)C(=O)Nc1ccc(N2CCOCC2)cc1	-1.5	1	0.3	12	-5	-1.9	-0.9	0	-0.7	-1.0	-0.9
O=C(CN1C(=O)C(c2ccc(F)cc2)=NC12CCCC2)Nc1ccc(F)cc1	-2.1	-2	-4.2	-8	0	0.2	-1.8	0	-3.2	-0.8	-2.5
COC(=O)C1(C)NC(c2cccc(C)c2)C2C(=O)N(c3ccccc3)C(=O)C21 (configuration not stated)	1.3	6	-0.1	-7	3	-0.6	-1.6	5	-1.3	-0.9	1.7
Cc1oc(-c2ccc(Cl)cc2)nc1CN1CCCC(C(=O)N2CCOCC2)C1 (configuration not stated)	1.8	-2	-0.6	-4	-9	0.7	-1.4	-3	0.4	-1.9	-0.8
COc1ccc(C(=O)/C=C/c2ccccc2OC)c(OC(=O)c2ccc([N+](=O)[O-])cc2)c1	0.0	0	0.0	-1	0	3.6	0.1	-5	1.6	1.0	-0.7
C=CCn1c(COc2cccc3cccnc23)nnc1SCC(=O)O	-2.1	0	-0.7	0	-14	-0.2	-0.8	-3	-2.5	-1.0	0.8
Cc1cc(C)nc(Nc2nc3ccccc3[nH]2)n1	3.7	0	1.6	11	9	2.9	-0.7	-3	3.1	0.6	1.7
S=c1[nH]nc(Cc2ccccc2)n1-c1cccc2ccccc12	-2.2	0	-1.0	8	1	0.7	-0.8	0	-0.8	-0.4	-0.3
O=Cc1ccc(C(=O)OCC(=O)Nc2ccc(F)cc2F)cc1	-0.1	-4	0.6	4	3	2.0	-1.0	-4	-0.4	-1.4	0.3
CCOC(=O)C1=C(C)NC(=O)NC1c1ccc(Br)s1 (configuration not stated)	-2.3	-2	-0.1	-4	2	-0.2	-0.8	-4	-1.3	0.3	1.2
COc1ccc(C(=O)NCC(=O)OCC(=O)NC2CCCCCC2)cc1OC	5.4	2	1.2	5	-3	2.4	-1.1	4	-1.9	0.6	1.2
CCC(=O)N1C(C(=O)NCc2ccc(OC)cc2)CSC1c1ccc(OC)cc1 (configuration not stated)	2.2	0	1.0	3	2	-2.7	-1.3	-5	-1.6	-0.5	2.3
CCOc1ccc(-c2nnn(CC(=O)N3CCN(c4ccc(OC)cc4)CC3)n2)cc1OCC	2.0	0	-0.4	6	2	-0.8	-1.5	5	-1.2	-2.9	-1.4
O=C(CCc1nnc(-c2ccc(-c3ccccc3)cc2)o1)N1CCCCC1	-0.4	-9	-1.3	-10	2	-3.0	-2.1	6	-1.4	-2.1	1.8
OCC[C@@H]1C[C@H](O)[C@@H](O)[C@@]2(Cc3ccccc3CO2)O1	-4.1	1	-0.4	-1	1	1.2	-1.8	-2	-2.5	-2.0	-1.1
S=c1[nH]nc2sc3ccccc3n12	-1.1	0	-0.7	19	-1	-1.4	-0.4	-2	3.7	-1.2	0.2
CS/C(=C\[N+](=O)[O-])Nc1ccc(C)cc1	1.2	-1	-0.8	-1	-5	0.5	-0.6	1	-1.4	-2.3	-0.9
O=C(Nc1nc(N2C(=O)c3ccccc3C2=O)n(-c2ccccc2)n1)c1ccccc1	1.1	1	-0.2	-6	3	1.6	-0.2	-1	-1.4	-1.5	0.5
Cc1c(NC(=O)C(C)OC(=O)CCOc2ccccc2)c(=O)n(-c2ccccc2)n1C (configuration not stated)	1.6	-3	-0.4	9	-16	-0.1	-0.8	-4	-1.7	1.0	0.1
O=C(Nc1ccc(Cl)cc1)c1cccc(NC2=NC3CS(=O)(=O)CC3S2)c1 (configuration not stated)	-1.7	-2	-0.4	0	4	2.0	-0.9	0	-0.8	-0.6	0.5
CN(C)C(CNS(=O)(=O)c1ccc2ccccc2c1)c1ccccc1 (configuration not stated)	0.1	-1	-0.5	-12	-1	0.3	-1.2	4	-1.1	-0.9	1.1
CCOC(=O)c1ccc(NS(=O)(=O)c2cc(-c3nnnn3C(C)C)ccc2OC)cc1	-1.9	1	-0.5	-15	-10	1.1	-1.0	-3	-0.5	-0.7	-0.3
O=C1NCCCN1C1OC(CO)C(O)C1O (configuration not stated)	0.7	1	-0.6	1	6	0.8	-1.1	0	-0.8	3.4	1.2
COc1ccc(NC(=O)CCCOc2ccc(Cl)c(C)c2)cc1S(=O)(=O)N1CCOCC1	-3.0	-3	-3.0	-18	3	-3.4	-2.2	-7	-1.6	0.5	-2.1
CC(C)c1cccc(C(C)C)c1NC(=O)COC(=O)C1=COCCO1	-2.6	1	-0.4	-2	-4	-0.9	-1.6	-7	-1.1	0.1	0.2
CCCn1c(=O)c2ccccc2n2c(SCCOc3ccccc3F)nnc12	0.3	0	-0.3	2	-4	-0.6	-1.3	5	-0.5	1.0	1.2
COc1ccc(Cc2nnc(NC(=O)c3ccc(OC)cc3OC)s2)cc1	1.9	1	0.6	-33	-4	0.3	-1.1	45*	-1.1	4.8	-1.9
CN(C)CCNC(=O)c1cc2cc(Br)ccc2oc1=O	0.6	-2	0.8	1	-11	0.1	-0.7	1	-0.5	-0.4	-0.4
O=[N+]([O-])c1ccccc1S(=O)(=O)Nc1ccc(-c2ccc3nncn3n2)cc1	0.5	0	2.5	-7	-3	1.0	-1.5	10	-2.0	1.0	1.2
c1ccc(N2CCN(c3nc4ccccc4n4nnnc34)CC2)cc1	3.2	5	-0.2	-16	-28	-1.4	-0.9	-1	2.4	-1.8	0.3
COC(=O)c1ccc(NC(=S)NCC2CC2)cc1	0.6	0	-0.5	6	3	1.7	-1.6	2	0.2	-0.6	-1.3
Cc1ccc(NC(=O)C2C3C=CC4(CN(Cc5cccnc5)C(=O)C24)O3)cc1 (configuration not stated)	4.2	4	1.2	4	7	2.0	0.3	-1	-0.6	0.3	1.6
CCOC(=O)C1CCN(C(=O)c2ccc(S(=O)(=O)Nc3ccccc3OC)cc2)CC1	-3.2	4	-0.8	-11	-4	-0.2	-1.8	-10	-2.4	-1.0	-0.4
Cc1cc(Nc2nc3c(c(=O)n(C)c(=O)n3C)n2C)n(-c2ccc(Cl)cc2)n1	1.6	1	0.2	10	-65	-1.2	-0.3	-1	-0.8	0.7	0.4
COc1ccc(CCN2CC(C(=O)N(C)Cc3ccc(C)o3)CCC2=O)cc1 (configuration not stated)	4.2	2	2.7	1	-8	4.6	-0.5	2	-0.8	0.0	0.7
CNc1nc(-c2ccccc2)nnc1C(F)(F)F	1.9	1	-0.3	4	2	2.5	-1.4	-2	1.0	-0.5	1.2
O=C(CNc1cc(S(=O)(=O)N2CCCC2)ccc1OCC(F)(F)F)Nc1cccc(C(F)(F)F)c1	-3.1	-5	-2.2	-28	2	-1.7	-1.9	4	-3.9	-1.6	-2.5
O=C(NNS(=O)(=O)c1ccccc1)C1CCN(S(=O)(=O)c2ccc(Cl)cc2)CC1	0.7	4	-0.9	-34	2	-1.1	-0.8	-2	-2.0	-2.3	-0.2
Cc1ccc(CNC(=O)c2ccc(N3CCC4(CC3)CC(c3cccc(Br)c3)=NO4)c(NC(=O)c3c(Cl)cccc3Cl)c2)cc1	0.3	0	0.0	6	-1	1.5	-1.4	3	-0.8	0.1	0.4
CN(C(=O)COC(=O)c1ccccc1SCC(=O)N1CCCC1)C1(C#N)CCCCC1	-3.4	2	1.3	-3	-8	0.3	-0.1	3	1.4	-0.5	0.2
CCOC(=O)CNc1c(-c2ccc(F)cc2)nc2cnccn12	-1.8	-4	-0.3	8	i	1.9	-0.1	-3	-1.1	1.5	0.1
O=C(COc1ccccc1)Nc1cc(Cl)ccc1Cl	7.4	1	1.0	8	-5	0.8	-0.5	2	5.9*	2.1	4.6*
O=C1c2cccc3c([N+](=O)[O-])ccc(c23)C(=O)N1c1nccs1	-1.2	-10	-2.3	-3	i	-4.7	0.2	-5	-1.0	-0.8	-1.2
CCOC(=O)c1c(N)sc2c(O)c(Br)ccc12	0.5	2	0.2	-15	-5	0.1	-0.3	0	-0.5	-0.3	1.0
Cc1ccc(Nc2nnc(SCC(=O)NC3CC3)s2)cc1	0.5	-1	1.1	-3	-2	2.1	0.5	-2	-1.1	-3.4	0.7
Cc1ccc(C(=O)C(C)Oc2ccc3ccc(=O)oc3c2)cc1 (configuration not stated)	1.0	-2	1.1	-7	-22	1.2	-1.5	0	-1.0	0.0	0.5
CC(C)CNc1ncnc2c1ncn2[C@H]1CN(Cc2cccs2)C[C@@H](CO)O1	1.1	3	-0.4	-1	2	-2.0	-0.5	-2	-1.5	-1.2	/
Cc1ccc(S(=O)(=O)c2nnn3c2nc(N2CCCCC2)c2ccccc23)cc1	-1.4	4	0.3	-5	0	2.8	-1.4	0	1.6	-1.7	0.1
CC(=O)Nc1ccc(C(=O)N2CCCc3ccccc32)cc1	1.1	1	0.1	-1	-3	1.1	-0.5	6	1.0	-2.2	1.7
Cc1[nH]c(-c2ccc(F)cc2)cc1C(=O)N1CCN(c2ccccc2)CC1	-0.6	-3	-0.2	-2	-6	-0.6	-1.7	2	-2.4	-0.8	0.1
O=C(CN1CCN(C(=O)c2ccccc2F)CC1)Nc1ccc(Br)cc1	-2.2	-1	-0.7	-9	4	-2.0	-1.3	0	-0.3	-1.7	0.8
CCOc1ccccc1N(CC(=O)Nc1c(C)n(C)n(-c2ccccc2)c1=O)S(=O)(=O)c1ccccc1	0.5	-3	-0.2	6	1	-1.9	-1.5	-2	-2.3	-1.2	-0.5
O=C(CCC(=O)c1ccc(F)cc1)Nc1cccc(S(=O)(=O)Nc2cccc(Cl)c2)c1	-1.0	-3	-0.3	-56	0	1.5	-1.4	5	-3.0	-0.1	-1.2
COc1cc(C(=O)NCc2nnc(SCC(=O)Nc3nc4ccc(C)cc4s3)o2)cc(OC)c1OC	4.8	3	0.9	-14	2	2.6	0.1	-3	3.3	-1.8	0.2
